KOR beta-arrestin-1: kappa opioid receptor blockers – cell-based, luminescence, uHTS (AID 1778); KOR beta-arrestin recruitment, luminescence, antagonist mode; higher % means a stronger effect; inhibition, % at 10 µM; hits with a dose series show IC50 in µM; hit rate 0.091% among 290,000; note: strong numbers were not always called active
PhoP inhibition: PhoP-dependent GFP reporter repression – Salmonella Typhimurium, primary screen (AID 1863); S. Typhimurium PhoP-regulated promoter GFP reporter, 4 h; higher % means a stronger effect; inhibition, % at 50 µM, or IC50 in µM where a hit was titrated; hit rate 0.16% among 300,000;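 active = inhibition over 29.93%, a cutoff 3 SD above the screen mean, later confirmed by dose response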;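 note: 0% = low Mg2+ inducing control and 100% = high Mg2+ repressing control; strong numbers were not always called active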
NOD1 NF-kB reporter: NOD1 signaling inhibitors, primary screen, cell-based, luminescence, uHTS (AID 1578); NOD1-driven NF-kB luciferase reporter cells, luminescence; higher % means a stronger effect; one-dose inhibition, % at 4 µM; EC50 in µM for titrated hits; hit rate 1% among 290,000; in the data active = inhibition mostly above about 36%, no sharp cut-off; inactive = mostly below about 34%;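 note: HEK-293T reporter cells stimulated with the NOD1 agonist gamma-tri-DAP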
NOD2 inhibition: inhibition of NOD2-driven NF-kB reporter – cell-based, luminescence, uHTS, HEK293 (AID 1566). HEK293 NOD2/NF-kB luciferase reporter, luminescence; higher % means a stronger effect. hit rate 0.63% among 290,000. inhibition, % at 4 µM, or EC50 in µM where a hit was titrated; note: many of its hits are not listed in these tables
HIV peptide binding: inhibitors of HIV fusion peptide binding, primary screen, biochemical, uHTS, fluorescence dequenching (AID 1986); hit rate 0.3% among 290,000; cell-free peptide binding, fluorescence dequenching, 30 min; higher % means a stronger effect; one-dose inhibition, % at 20 µM; IC50 in µM for titrated hits; in the data active = inhibition mostly above about 52%, no sharp cut-off; inactive = mostly below about 76%; note: some results filed as inactive read as strong as hits
LYP phosphatase: inhibitors of LYP phosphatase, biochemical, fluorescence intensity, uHTS (AID 1779); recombinant LYP phosphatase, fluorescence intensity; higher % means a stronger effect; inhibition, % at 11.5 µM; hits with a dose series show IC50 in µM; hit rate 0.054% among 290,000;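 note: plate controls were vehicle with enzyme for no effect and no enzyme for full effect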
Myeloid diff 2: compounds promoting myeloid differentiation; ER-HoxA9 myeloid progenitors, lysozyme-GFP differentiation, flow cytometry; calls only at 10 µM; AID 624256; hit rate 1% among 360,000;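 active = normalized GFP-positive differentiation at or above the plate's own cutoff, the solvent-only control mean plus 3 SD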;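 note: cells exposed to compound for four days before flow analysis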
KOR beta-arrestin-2: kappa opioid receptor activators – cell-based, luminescence, uHTS, primary screen (AID 1777). KOR beta-arrestin recruitment, luminescence; higher % means a stronger effect. one-dose activation, % at 10 µM; EC50 in µM for titrated hits. hit rate 0.02% among 280,000; in the data active = activation above about 50%, passing the limit was not always enough; note: a part of the inactive calls stands beside numbers as strong as those of hits
SIAH1 antagonists: blockers of Siah-1 interaction with plectin peptide – biochemical, fluorescence polarization, rhodamine-plectin, uHTS, primary screen (AID 1817); Siah-1 / rhodamine-plectin peptide fluorescence polarization; higher % means a stronger effect; displacement, % at 20 µM, or IC50 in µM where a hit was titrated; hit rate 0.02% among 290,000;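 active = displacement of at least 50% at 20 µM, with a fluorescence ratio check between 0.3 and a set limit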;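 note: plate controls were Siah plus tracer with DMSO for no effect and tracer alone without Siah for full effect; strong numbers were not always called active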
Myeloid diff 2 GFP+ MAC1+ %: also measured in Myeloid diff 2; calls as there; GFP+ MAC1+ double positive, %; measured here: differentiation confirmed by MAC1 staining
* = called active by the depositor; i = inactive; / = no result given; + = active, no number; [ ] = another dose, or the depositor's remark. Cut-off read from the data, not from the text of the source, unless noted: active = inhibition above about 50%; inactive = the rest.

SMILES	KOR beta-arrestin-1	PhoP inhibition	NOD1 NF-kB reporter	NOD2 inhibition	HIV peptide binding	LYP phosphatase	Myeloid diff 2	Myeloid diff 2 GFP+ MAC1+ %	KOR beta-arrestin-2	SIAH1 antagonists
Cc1[nH]nc2c1C(C(C)C)C(C#N)=C(N)O2 (stereo not given)	-7%	12%	25%	15%	1.0%	-2%	i	1.2	-3.2%	3%
COc1ccc(NC(=O)c2nc3nccc(C)n3n2)cn1	-16%	11%	-25%	-17%	13%	-7%	i	0.4	1.2%	0%
COc1ccccc1-c1cc(C(=O)N2CCc3ccccc3C2)c2ccccc2n1	17%	-4%	-16%	-2%	-2.2%	4%	/	/	-2.2%	3%
Cc1cc(C)nc(NS(=O)(=O)c2ccc(NC(=O)c3snnc3C)cc2)n1	-38%	0%	-11%	8%	2.2%	-10%	i	1.3	1.9%	-3%
COc1ccc(-c2nnc3ccc(SCC(=O)NCC4CCCO4)nn23)cc1 (stereo not given)	25%	6%	-20%	4%	-0.8%	3%	i	0.5	-1.2%	17%
O=C(NCc1ccc(N2CCCC2=O)cc1)c1cn(CCc2ccccc2)nn1	26%	10%	-14%	8%	-0.3%	-4%	i	2.4	-5.5%	3%
Cc1ccc(SC[C@H](Cc2ccccc2)N2CC[C@@H](C)CCC2=O)cc1	1%[20 µM]	-14%	-4%	-11%	0.1%	-7%	i	1.7	-0.9%	0%
CC(O)CN(Cc1ccc(Cl)cc1)CC(C)O (stereo not given)	-16%	1%	-20%	11%	1.0%	-4%	i	7.4	1.5%	-1%
CC1(C)CN(c2ccccc2)N(C(=O)c2ccc(C#N)cc2)C1=O	-24%	-4%	7%	-37%	-1.1%	-10%	i	6.7	-2.4%	-2%
CC(C)(C)N1CC(c2nc3ccccc3n2Cc2ccccc2)CC1=O (stereo not given)	-7%	3%	1%	23%	1.8%	-16%	i	5.5	-4.1%	1%
CC(C)(C)NC(=O)/C(=C\c1ccco1)NC(=O)c1ccco1	-37%	-7%	0%	-8%	-1.8%	-2%	i	0.8	-0.2%	-4%
COc1ccc(OC)c(CC(=O)N2CCc3cc(OC)c(OC)cc3C2)c1	2%	6%	-1%	4%	-0.6%	-12%	i	1.0	1.4%	0%
C=CCOC(=O)C1=C(C)NC(=S)NC1/C=C/c1ccccc1 (stereo not given)	-16%	8%	11%	18%	-2.9%	-8%	i	1.7	-2.7%	-2%
CC(NC(=O)/C=C/c1ccccc1[N+](=O)[O-])C1CC2CCC1C2 (stereo not given)	-17%	10%	-17%	-11%	0.5%	-9%	/	/	-1.1%	2%
CC(C)Cc1nnc(NC(=O)CCC(=O)N2CCN(C3CCCC3)CC2)s1	14%	9%	-64%	-4%	-1.3%	-11%	i	0.5	-0.7%	9%
COc1cc(/C=N/NC(=O)c2ccc3c(c2)OCO3)ccc1O	26%	4%	-10%	-33%	-3.0%	-2%	i	1.0	-2.8%	-5%
Cc1oc2c(C)c3oc(=O)c(CCC(=O)N4CCC(C(=O)NCCC(=O)O)(c5ccccc5)CC4)c(C)c3cc2c1C	11%	-1%	-7%	2%	7.7%	-3%	i	1.5	0.7%	4%
O=S(=O)(NC1CCN(Cc2ccccc2)CC1)c1ccc(Cl)cc1	-12%	10%	3%	16%	3.4%	-9%	i	0.5	0.6%	2%
COc1cc(C=O)ccc1OCCSc1ccc(Cl)cc1	16%	8%	-21%	-26%	2.2%	-5%	i	4.9	5.0%	1%
S=c1[nH]nc(-c2ccc(Br)cc2)n1Cc1ccccc1	-19%[20 µM]	0%	-27%	0%	-1.8%	2%	i	0.2	-9.6%	3%
CCOc1cc([N+](=O)[O-])c2nc(N)sc2c1	34%	4%	-3%	5%	0.3%	-4%	i	0.4	-5.0%	-1%
O=C(N/N=C/c1ccco1)c1cnccn1	-33%	-12%	-10%	6%	0.7%	-6%	i	1.5	1.2%	-1%
CCOc1ccc(N2CC(C(=O)NC3=NCCS3)CC2=O)cc1 (stereo not given)	15%[20 µM]	/	-17%	10%	0.4%	-7%	i	0.6	-1.7%	-1%
Cc1ccc(NC(=O)CCC(=O)Nc2nnc(C3CCCCC3)s2)cc1	12%	15%	8%	15%	-1.3%	-9%	+	3.8*	-8.3%	-4%
CCc1ccc(NC(=S)N(CCCN2CCOCC2)Cc2ccco2)cc1	24%	-2%	-29%	-18%	-1.0%	1%	i	1.2	0.0%	2%
Cc1ccc(C)c(-n2c(CNC(=O)c3ccco3)nnc2SCC(=O)Nc2nccs2)c1	-3%	7%	-12%	14%	-2.3%	-2%	i	0.2	-2.9%	1%
Cc1[nH]c2ccc(C(=O)N3CCN(c4ccccc4Cl)CC3)cc2c1C	-6%	7%	-18%	8%	1.2%	-6%	i	2.6	3.2%	-5%
CCOC(=O)c1ccc(N2C(=O)CC(NNC(=O)c3ccc(Br)s3)C2=O)cc1 (stereo not given)	-30%	-11%	-9%	11%	0.6%	-1%	i	0.1	3.5%	-5%
O=C(c1cnccn1)N(Cc1ccco1)C1(C(=O)NC2CCCCC2)CCCCC1	-14%	-2%	2%	-23%	4.5%	0%	i	0.8	2.4µM*	3%
CS(=O)(=O)N1CC2CCCN2c2ccc(C(F)(F)F)cc21 (stereo not given)	-4%	-4%	-23%	-12%	1.1%	4%	i	0.3	2.4%	0%
Cc1ccc(S(=O)(=O)N2CCN(S(=O)(=O)N3CCC(C)CC3)CC2)cc1C	0%	-1%	-13%	10%	1.9%	-8%	i	1.9	0.2%	8%
O=C(Nc1cccnc1)c1ccccc1NS(=O)(=O)c1ccc(F)cc1	-24%	-8%	-14%	7%	4.5%	-6%	i	0.1	1.4%	-1%
CC1(C)CC(=O)c2sc(NS(=O)(=O)c3ccc([N+](=O)[O-])cc3)nc2C1	11%	-5%	-21%	-11%	5.7%	3%	i	4.6	3.7%	3%
Cc1ccc(-c2cc(C(=O)NN3CCOCC3)c3cc(Br)ccc3n2)o1	-1%[20 µM]	9%	-16%	10%	7.0%	-5%	i	0.1	-2.6%	4%
Cc1ccc(N(CC(=O)N2CCCCCC2)S(C)(=O)=O)cc1Cl	-23%[20 µM]	1%	-16%	8%	-0.8%	-11%	i	0.4	-3.7%	2%
COc1ccc(-c2nc(CS(=O)CC(=O)NC3CCCCC3C)c(C)o2)cc1OC (stereo not given)	1%	5%	-22%	5%	-0.3%	-5%	i	0.4	0.7%	1%
COc1cc2c(cc1OC)C(C)N(C(=O)c1cc3ccccc3o1)CC2 (stereo not given)	1%	9%	-27%	14%	2.0%	-4%	i	6.1	14%	-1%
O=c1c(C/C=C/c2ccccc2)c(O)ccn1Cc1cccc(Cl)c1	-31%	4%	2%	0%	-2.2%	1%	i	0.6	2.6%	7%
CCOC(=O)c1ccc(NC(=O)CCc2nc(-c3cccc(C)c3)no2)cc1	21%	5%	-17%	1%	-1.0%	-9%	i	0.8	-1.2%	-1%
Cc1ccc(OCC(=O)NC(=S)Nc2ccc3c4c(cccc24)CC3)cc1	5%	-8%	-41%	-2%	2.2%	2%	i	0.3	28%	3%
Cc1nn(-c2ncc(C(F)(F)F)cc2Cl)c(=O)n1-c1ccccc1F	3%	-3%	-16%	9%	0.9%	-5%	i	0.2	-10%	6%
Cc1cccc(Cc2ncc(C(F)(F)F)cc2Cl)c1	1%	2%	1%	16%	2.7%	-6%	i	0.3	-0.8%	0%
COc1cccc(/C=C/C(=O)Nc2ccc3[nH]c(=O)[nH]c3c2)c1	-21%[20 µM]	5%	-19%	8%	-1.9%	-6%	i	1.4	-3.3%	-8%
CC(C)Oc1ccc(CC2CC(=O)NC2=O)cc1 (stereo not given)	-12%	-1%	-7%	-5%	-0.1%	0%	i	0.9	42%	2%
CCCCOC(=O)Nc1ccc2c(C)cc(=O)oc2c1	6%	-8%	-74%	-66%	2.1%	-3%	i	1.2	3.9%	5%
CN1CCN(c2ccc(NC(=O)COc3ccccc3[N+](=O)[O-])cc2)CC1	-1%	-2%	-20%	16%	-1.4%	-2%	i	0.2	-1.7%	-3%
COc1cccc(C(=O)/C=C/Nc2ccc(S(=O)(=O)Nc3nc(C)cc(C)n3)cc2)c1	8%	-5%	-16%	1%	3.2%	-1%	i	0.4	2.2%	0%
N#Cc1c(C(F)(F)F)cc(-c2ccccc2)nc1SCC(=O)N1CCOCC1	-67%	-5%	3%	10%	-0.7%	-4%	i	1.4	0.1%	-2%

Structures from the list above that have a CF3 group (4):
SMILES	KOR beta-arrestin-1	PhoP inhibition	NOD1 NF-kB reporter	NOD2 inhibition	HIV peptide binding	LYP phosphatase	Myeloid diff 2	Myeloid diff 2 GFP+ MAC1+ %	KOR beta-arrestin-2	SIAH1 antagonists
CS(=O)(=O)N1CC2CCCN2c2ccc(C(F)(F)F)cc21 (stereo not given)	-4%	-4%	-23%	-12%	1.1%	4%	i	0.3	2.4%	0%
Cc1nn(-c2ncc(C(F)(F)F)cc2Cl)c(=O)n1-c1ccccc1F	3%	-3%	-16%	9%	0.9%	-5%	i	0.2	-10%	6%
Cc1cccc(Cc2ncc(C(F)(F)F)cc2Cl)c1	1%	2%	1%	16%	2.7%	-6%	i	0.3	-0.8%	0%
N#Cc1c(C(F)(F)F)cc(-c2ccccc2)nc1SCC(=O)N1CCOCC1	-67%	-5%	3%	10%	-0.7%	-4%	i	1.4	0.1%	-2%

More structures follow.
SMILES	KOR beta-arrestin-1	PhoP inhibition	NOD1 NF-kB reporter	NOD2 inhibition	HIV peptide binding	LYP phosphatase	Myeloid diff 2	Myeloid diff 2 GFP+ MAC1+ %	KOR beta-arrestin-2	SIAH1 antagonists
COC(CNC(=S)Nc1ccc([N+](=O)[O-])cc1)OC	16%	-14%	-39%	-16%	1.9%	0%	i	1.0	2.6%	1%
O=C(NCc1ccc(F)cc1)C(=O)Nc1nc(C23CC4CC(CC(C4)C2)C3)cs1	-15%	3%	47%	10%	-2.0%	3%	i	0.2	-2.5%	-2%
Cc1ccc(C(=O)N2CCc3ccccc32)cc1NC(=O)c1ccco1	-5%	-8%	-21%	-5%	-1.3%	-1%	i	0.3	0.4%	-3%
O=C(O)c1cccc(-n2cccc2/C=C2\SC(=O)N(Cc3ccccc3F)C2=O)c1	20%	-4%	-22%	1%	-1.4%	-2%	i	1.1	10%	-3%
COc1ccccc1CCNC(=O)C1CCC(=O)N(Cc2ccccc2OC)C1 (stereo not given)	-16%	-5%	-12%	12%	0.7%	-10%	i	0.0	3.3%	-6%
Cc1ccc2cc(CCNC(=O)CC(C)(C)C)c(=O)[nH]c2c1C	11%	-3%	-14%	11%	0.3%	-7%	i	1.2	-3.0%	1%
CSc1nnc(SCc2nc3sc(C(=O)O)c(C)c3c(=O)[nH]2)s1	-2%	-10%	3%	-19%	33%	-10%	i	0.5	0.5%	4%
C/C(=N/NC(=O)Cc1cccs1)c1ccco1	12%	8%	-6%	7%	-1.3%	-4%	i	0.6	3.4%	4%
CCOC(=O)c1c(C)sc2c1N(C(C)=O)c1cc(Cl)ccc1S2	-1%	6%	26%	9%	2.1%	-2%	i	1.1	1.3%	2%
OC(CCCCN1CCCCC1)c1ccccc1 (stereo not given)	1%	-7%	2%	0%	2.0%	-11%	i	7.1	5.7%	2%
CC(=O)N/C(=C\c1cccc([N+](=O)[O-])c1)C(=O)NC1CCCCC1	-29%	-8%	65%	16%	-2.1%	-1%	i	0.7	4.2%	-6%

Screening data (PubChem BioAssay)

Not all compounds are listed (hit frequency here may not be typical).
